From PubChem BioAssay
ERAP1 inh = ERAP1 (human) enzyme inhibition | Q9NZ08 | recombinant ERAP1, Leu-AMC fluorescence, 60 min | actives 0.15% (n = 340,000) | inhibition, % at 10.7 µM;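 active = mean replicate inhibition of at least 30%, or all replicates individually reaching that 30% level; inactive = mean below 30% and not every replicate reaching it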;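 also: 0% = neutral control wells and 100% = L-leucinethiol positive control wells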
RAD52 inh = RAD52 (human) annealing inhibition; P43351; recombinant RAD52 DNA annealing, FRET fluorescence; inhibition, % at 18.7 µM; actives 0.46% (n = 360,000); AID 651710;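 active = every replicate showing at least 50% inhibition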
Target sequence (P43351 whole entry, looked up): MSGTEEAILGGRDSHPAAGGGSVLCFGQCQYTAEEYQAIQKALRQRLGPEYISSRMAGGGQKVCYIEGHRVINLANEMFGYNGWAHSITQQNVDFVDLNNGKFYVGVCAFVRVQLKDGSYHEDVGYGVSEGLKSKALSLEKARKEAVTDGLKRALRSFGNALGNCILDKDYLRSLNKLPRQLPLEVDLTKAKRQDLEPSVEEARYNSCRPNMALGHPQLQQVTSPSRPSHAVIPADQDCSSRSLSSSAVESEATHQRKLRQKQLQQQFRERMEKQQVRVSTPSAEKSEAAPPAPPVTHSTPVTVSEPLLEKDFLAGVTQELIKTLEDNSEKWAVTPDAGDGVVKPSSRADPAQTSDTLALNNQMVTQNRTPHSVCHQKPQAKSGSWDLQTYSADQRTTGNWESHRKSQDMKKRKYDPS
* hit, by the source's call. The list is partial (hit frequency here may not be typical).

ERAP1 inh	RAD52 inh	structure
1.8	-6.8	Cc1nn(C(=O)c2cccnc2)c(C)c1Sc1ccccc1
-2.3	-17.3	Cn1cc(CN2CCN(CCc3ccccc3)C(CCO)C2)cn1 (stereo not drawn)
-14.2	8.9	O=C(O)c1ccc(Cn2c(=S)[nH]c3cc(Cl)ccc3c2=O)cc1
1.1	-4.5	COCCn1c(C)cc(C(=O)COC(=O)c2ccc(Br)o2)c1C
7.8	-8.9	CCN1CCC2(CC1)N=C(c1ccc(F)cc1)C(=S)N2C(=O)c1ccc(C(C)(C)C)cc1
2.1	-4.5	CCOC(=O)c1cnn(-c2ccc(NS(=O)(=O)c3ccc(Cl)cc3)cc2)c1C(F)(F)F
6.9	-10.0	O=C(Nc1nccs1)[C@@H]1CCCN1S(=O)(=O)c1ccccc1F
0.0	-29.8	CCCC(=O)NC(=S)Nc1sc2c(c1C(N)=O)CCC2
-5.5	-9.0	Cc1nn(-c2ccccc2)c(C)c1/C=N/NC(=O)c1ccc(F)cc1
-0.5	-9.8	CSCC[C@H](NC(=O)c1cccnc1)c1nnc2ccccn12
-3.3	0.3	Cc1ccc(NC(=O)CCn2c(=S)oc3ccccc32)cc1
-4.5	-3.0	CC(C)CC(=O)NC(=S)Nc1nc(-c2ccc(Cl)cc2)cs1
13.1	-2.4	O=C(NCc1cccnc1)c1nc(-c2cccs2)no1
5.9	1.2	COc1cc(NC(=O)COC(=O)CNS(=O)(=O)c2ccc(F)c(F)c2F)cc(OC)c1
1.4	39.8	C[n+]1ccc(CC2C(=[N+]([O-])[O-])C=Nc3ncnn32)cc1 (stereo not drawn)
-0.4	-7.1	OCC(O)CNC(=S)NC1CCCCC1 (stereo not drawn)
-1.8	-19.6	N/C(=N\N=C\c1ccc(Br)o1)c1nonc1N
0.8	-10.7	CCCc1nn(C)c(C(=O)Nc2ccc(Cl)cc2)c1Cl
-0.8	-7.1	O=C(NCc1ccco1)/C(=C\c1cccs1)NC(=O)c1ccco1
5.6	-5.5	O=C(CN1CCCC1)NC(=O)NC1CCCC1
-3.0	-1.8	O=C(CSCc1ccccc1Cl)NCCSc1ccccn1
2.0	-5.0	S=c1[nH]nc(Nc2cccc(Cl)c2)s1
10.5	-21.7	CN(CC(=O)O)S(=O)(=O)/C=C/c1ccccc1
2.6	-9.9	Cc1cccc(N(Cc2cc(=O)[nH]c3ccccc23)C(=O)CCl)c1
1.1	-8.6	Nc1nnnn1/N=C/c1ccccc1OCc1ccc(Cl)cc1Cl

3 compounds from above, arranged by heavy-atom count, descending:
ERAP1 inh	RAD52 inh	structure
5.9	1.2	COc1cc(NC(=O)COC(=O)CNS(=O)(=O)c2ccc(F)c(F)c2F)cc(OC)c1
1.8	-6.8	Cc1nn(C(=O)c2cccnc2)c(C)c1Sc1ccccc1
-1.8	-19.6	N/C(=N\N=C\c1ccc(Br)o1)c1nonc1N

Next entries.
ERAP1 inh	RAD52 inh	structure
1.3	-0.2	Cc1ccc(Nc2c([N+](=O)[O-])c(=O)oc3ccccc23)cc1C
5.2	2.0	COc1ccc(OC2C(=O)N(c3ccc(F)cc3)C2c2ccc(OC)c(OC)c2)cc1 (stereo not drawn)
-2.5	-19.0	O=C1NC[C@@H](CCCCN2C[C@H](Cc3ccc(O)cc3)N(CCc3ccc(O)cc3)C(=O)C2=O)N(CC2CCCCC2)C1=O
8.2	-31.5	C/C(N)=C(/C#N)C(=O)COc1ccc(Cl)cc1Cl
7.6	-10.0	COc1cc(C)nc(N2CCCC(C(=O)Nc3ccccc3Br)C2)n1 (stereo not drawn)
2.6	-15.8	Cc1ccc(NC(=O)N2CCCC2)cc1Cl
0.2	-16.0	CC1CC(C)CN(S(=O)(=O)c2ccc(C(=O)NN3CCOCC3)cc2)C1 (stereo not drawn)
3.1	-17.6	CCOC(=O)[C@]12CCCC=C1N(Cc1ccc(Cl)cc1Cl)C(=O)[C@H](CC(=O)N1CCC(c3ccccc3)CC1)C2
7.9	-10.6	O=C(Nc1cc(C(F)(F)F)ccc1Cl)C(=O)N1CCCCC1
2.2	-10.3	Cc1ccc(N2CC(C(=O)NCc3n[nH]c(=O)c4ccccc34)CC2=O)cc1 (stereo not drawn)
1.5	-1.9	Cc1ccc(Nc2ncnc(N)n2)cc1C
-2.6	4.2	Cc1nc(CSc2nsc(C)c2C#N)cs1
0.3	-84.4	CC(=O)c1cccc(NC(=S)NCCc2ccc(F)cc2)c1
3.3	-13.7	O=C(Nc1ccc(F)c(Cl)c1)C1CC(=O)n2c(nc3ccccc32)N1 (stereo not drawn)
2.3	-4.8	COc1cc(CNCCCN2CCOCC2)ccc1OCC(=O)NC(C)(C)C
1.6	-44.5	Cc1cc(NCCCn2ccnc2)n2nc(-c3ccc(Cl)cc3)cc2n1
-0.6	17.8	COc1ccccc1NC(=S)N(CCCN(C)C)Cc1cc2cc3c(cc2[nH]c1=O)OCO3
-3.4	-9.5	CN(C)C1(CNC(=S)Nc2ccccc2C(F)(F)F)CCCCC1
-1.3	-2.6	Cc1ccc(NC(=O)c2ccc(Nc3c([N+](=O)[O-])cc([N+](=O)[O-])cc3[N+](=O)[O-])cc2)cc1
4.1	-7.8	O=C(c1ccco1)N1CCN(c2ccc([N+](=O)[O-])c(N3CCOCC3)c2)CC1
2.5	-12.3	O=C(NCCc1c[nH]c2ccccc12)C(=O)NCC1OCCCN1S(=O)(=O)c1ccc(F)cc1 (stereo not drawn)
2.0	-8.8	CC(C(=O)Nc1ccc2c(c1)OCCO2)N1Cc2ccccc2C1=O (stereo not drawn)
0.3	-26.1	COc1ccc(C2=NN(C(=O)CCCC(=O)O)C(c3cccs3)C2)cc1OC (stereo not drawn)
5.9	-21.7	O=C(COc1ccc2ccccc2c1)Nc1ccc2c3c(cccc13)CC2
-0.9	1.8	Cc1ccc(-c2cc(C(=O)NCCc3ccc(S(N)(=O)=O)cc3)c3ccccc3n2)cc1

The list goes on.
ERAP1 inh	RAD52 inh	structure
-1.9	3.3	C=CCn1c(CCNC(=O)c2ccccc2F)nnc1SCC(=O)Nc1ccc(OC)cc1
-0.9	-18.6	CCC(CC)NC(=O)COC(=O)CCC(=O)c1ccc(Cl)cc1
3.5	-9.8	CCOc1ccc(NC(=O)[C@H](Cc2ccccc2)NC(=O)C2CCNCC2)cc1
-1.9	-9.0	Cc1cccc(C)c1NC(=S)Nc1ccc(F)cc1
-1.1	-9.8	Nc1[nH]c(=O)nc(Nc2ccccc2)c1N=O
-0.1	7.1	O=C(NCc1cc(C(F)(F)F)ccc1Cl)c1cccc2c1C(=O)c1ccc(Cl)cc1S2(=O)=O
2.9	-10.6	Cc1ccc(C(=O)NCC(=O)N2CCCN(S(=O)(=O)c3ccc(C)cc3)CC2)cc1
-2.3	-7.3	O=C(Nc1cccc2cccnc12)c1ccccc1Br
-2.9	-14.4	S=c1cnc2ccccc2[nH]1
5.0	-83.7	CCN(CC)S(=O)(=O)c1ccc(Cl)c(C(=O)NC(C)C(c2cccs2)N2CCCC2)c1 (stereo not drawn)
10.2	-16.2	O=C(CNC(=O)c1ccccc1)N/N=C/c1cccs1
-6.4	-4.4	O=C(CC1Sc2ccccc2NC1=O)Nc1ccccc1[N+](=O)[O-] (stereo not drawn)
3.1	-2.5	CCN(CC)CCCn1c2c(c(SCC(=O)Nc3ccc(C)c(F)c3)nc1=O)CCC2
0.1	-16.3	CCOc1ccc2[nH]cc(C(=O)O)c(=O)c2c1
8.7	-10.5	O=C(c1ccc(F)cc1)N(NC(=O)C(O)(c1ccccc1)c1ccccc1)c1ccccc1
2.6	-7.9	Cc1ccccc1OCCSc1nnc(-c2cccnc2)n1N
0.6	-14.5	COc1cc(/C=N/NC(=S)Nc2cccnc2)cc(OC)c1O
-0.3	7.6	O=[N+]([O-])c1ccccc1Oc1ccccc1Cl
1.2	-0.9	Nc1nc2c(nc(N3CCCCC3)n2[C@@H]2O[C@H](CO)[C@@H](O)[C@H]2O)c(=O)[nH]1
-1.9	-9.7	CCCCCCCCCCCCN1CCSCCS1(=O)=O
-4.9	3.7	COc1ccccc1NC(=O)C(=N\O)/C(C)=N/O
-3.5	5.3	O=C(Nc1cccc(S(=O)(=O)N2CCCCCC2)c1)c1ccc2c(c1)OCO2
-0.7	-7.8	COc1ccc(C(=O)N/N=C/c2ccc(OC)c(OS(=O)(=O)c3ccccc3)c2)cc1
7.1	-17.4	N#C/C(=C\c1cccnc1)C(=O)Nc1cccc2ccccc12
-5.0	13.0	COc1ccc(C(=O)NCc2nnc(SCC(=O)Nc3ccc4c(c3)OCO4)o2)cc1

Entries of single compounds from above. Order of values: ERAP1 inh, RAD52 inh
Listed for Cc1ccc(Nc2ncnc(N)n2)cc1C = 1.5, -1.9
Listed for CSCC[C@H](NC(=O)c1cccnc1)c1nnc2ccccn12 = -0.5, -9.8
Listed for Cc1ccc(NC(=O)c2ccc(Nc3c([N+](=O)[O-])cc([N+](=O)[O-])cc3[N+](=O)[O-])cc2)cc1 = -1.3, -2.6
Listed for O=C(NCc1cccnc1)c1nc(-c2cccs2)no1 = 13.1, -2.4
Listed for O=C(CC1Sc2ccccc2NC1=O)Nc1ccccc1[N+](=O)[O-] (stereo not drawn) = -6.4, -4.4

(listing goes on)
ERAP1 inh	RAD52 inh	structure
2.0	-9.9	COc1cc(/C=C/C(=O)OCC(=O)Nc2cc(C)c(C)cc2[N+](=O)[O-])ccc1O
-4.3	-0.7	CN(C)S(=O)(=O)c1ccc(Cl)c(NC(=O)COC(=O)/C=C/c2ccc(S(=O)(=O)N3CCOCC3)cc2)c1
6.5	-11.2	COc1ccc(Nc2nc3cc(C)ccc3cc2C#N)c(OC)c1
0.9	0.3	c1csc(CNc2ccc3c(c2)OCCO3)c1
-2.0	-5.2	Cn1c(=O)c2c(nc(N/N=C/c3cccs3)n2Cc2ccccc2)n(C)c1=O
-0.5	-14.5	Cn1c(SCC(=O)NNC(=O)c2ccc(Cl)cc2)nnc1-c1cccnc1
-0.1	-11.9	CC(C)CN(C(=O)COC(=O)/C=C/c1ccc(Cl)c(Cl)c1)c1c(N)n(Cc2ccccc2)c(=O)[nH]c1=O
18.0	-9.1	Cc1ccc(C2=Nc3ccc(Br)cc3C(c3ccncc3)=NN2)cc1
-0.8	-6.7	CC(C)(CO)N1CCN(C(=S)Nc2ccccc2)CC1
-3.7	-25.0	Cc1cc(/C=C(\C#N)C(=O)Nc2ccccc2)c(C)n1-c1cccnc1
-1.7	-6.8	COc1ccccc1CC(=O)NN1C(=O)NC2(CCC(C)CC2)C1=O (stereo not drawn)
-0.1	-2.3	CCOC(=O)c1nc(-c2ccccc2)oc1N1CCOCC1
-0.6	-27.5	COC(=O)c1c(NC(=O)/C=C/C(=O)O)sc(C)c1-c1ccc(C(C)C)cc1
-3.1	-15.6	CCCN(C(=O)c1cc(-c2ccco2)nc2ccccc12)c1c(N)n(Cc2ccccc2)c(=O)[nH]c1=O
-2.9	-3.6	CN(CC1CCCO1)S(=O)(=O)c1ccc(C(=O)N2CCN(c3ccccc3)CC2)cc1 (stereo not drawn)
2.1	-6.3	C=CCNC(=S)NNC(=O)COc1cccc(Cl)c1
2.1	-28.1	C=CCn1nnnc1-c1cc(Cl)cc(Cl)c1
-0.6	-10.3	Cc1c(C)c(C)c(C(=O)C2CCN(c3ccc([N+](=O)[O-])cn3)CC2)c(C)c1C
2.3	-9.8	CC1(C)CN(c2ccc(-c3ccnc4ncnn34)cc2)C1=O
0.6	0.7	COc1ccc(CCNC(=O)C(C(=O)c2ccc(F)cc2)n2ccccc2=O)cc1OC (stereo not drawn)
-0.2	-9.8	C=C(C)Cn1c(-c2ccncc2)n[nH]c1=S
15.3	-1.1	COc1ccc(CN2CCN(CC(O)Cn3c4ccccc4c4ccccc43)CC2)cc1 (stereo not drawn)
3.1	-8.1	Cc1ccccc1OS(=O)(=O)c1cn(C)c(=O)n(C)c1=O
-1.4	-12.2	Cc1cc(/C=C2/C(=O)NN(c3ccccc3)C2=O)c(C)n1-c1cccc(O)c1
-5.6	-5.3	Cc1cc(C)n(-c2ccc(C(C)C)cc2)c(=O)c1C#N

Remaining list, next part.
ERAP1 inh	RAD52 inh	structure
3.0	-8.3	COc1ccc(-c2nnc(SCCC(=O)O)n2-c2ccccc2)cc1OC
-0.5	-4.6	CCCCn1c(=N)n(CC(=O)c2ccc([N+](=O)[O-])cc2)c2ccccc21
5.4	-13.4	Cc1[nH]n(-c2ccccc2)c(=O)c1C(c1ccc(C(=O)O)cc1)c1c(C)[nH]n(-c2ccccc2)c1=O
3.7	-8.6	CCc1cccc(C)c1NC(=O)Cn1c(NCCO)nc2ccccc21
-0.1	-7.7	NC(=Nc1ccc(N)cc1)C(N)=Nc1ccc(N)cc1
5.2	6.9	COC(=O)Nc1ccc(S(=O)(=O)N2CCC(C(=O)N3CCC(C)CC3)CC2)cc1
1.9	2.0	COC(=O)c1sccc1NC(=O)CSCCc1ccncc1
1.5	7.3	Cc1nc2cc(C)c(C)cc2s1
3.6	-44.4	NS(=O)(=O)c1ccc(N/C=C\C(=O)c2ccncc2)cc1
-1.0	-10.1	CC(C)NC(=O)N[C@@H]1C[C@@H]2O[C@@H](CO)CC[C@@H]2O[C@@H]1CCc1ccc(-c2ccc(F)cc2)cc1
-1.7	-0.5	O=C(CN1C(=O)NC2(CCOc3ccccc32)C1=O)Nc1cccc(Cl)c1 (stereo not drawn)
10.1	-14.5	Cc1ccc(-c2cc(C(=O)N/N=C/c3c[nH]c4ccccc34)[nH]n2)cc1
7.2	-10.1	CCOC(=O)N/N=C(C)/C=C/c1ccccc1
-0.5	-8.7	COc1ccccc1N(C)S(=O)(=O)c1ccc(C(=O)OCC(=O)NCC(F)(F)F)cc1

Part of the list above, set out differently.
| SMILES | ERAP1 inh | RAD52 inh |
| --- | --- | --- |
| COc1ccc(-c2nnc(SCCC(=O)O)n2-c2ccccc2)cc1OC | 3.0 | -8.3 |
| CCCCn1c(=N)n(CC(=O)c2ccc([N+](=O)[O-])cc2)c2ccccc21 | -0.5 | -4.6 |
| Cc1[nH]n(-c2ccccc2)c(=O)c1C(c1ccc(C(=O)O)cc1)c1c(C)[nH]n(-c2ccccc2)c1=O | 5.4 | -13.4 |
| CCc1cccc(C)c1NC(=O)Cn1c(NCCO)nc2ccccc21 | 3.7 | -8.6 |
